High-throughput results from PubChem BioAssay.
MBNL1 CUG block – blocks human MBNL1 binding to CUG repeat RNA; Potency, µM (titrated, usually from 57.5 µM), without a hit: top-dose activity change, negative = inhibition, hits mostly inhibitors; Q9NR56; TR-FRET MBNL1-His/biotin-(CUG)12 binding, 665/545 ratio; AID 2675; actives 0.036% (n = 280,000); active = well fitted inhibition curve with a large enough effect in the signal ratio, with a control signal flat, not every such curve was filed as active; inconclusive = small, poorly fitted or top-dose-only effect, or effect the other way, or a change in a side signal; inactive = no such curve, though single readings can be large or run the other way; the % refers to the signal ratio; note: % is set by controls: 0 for no effect and ±100 for the full control effect
Target sequence (Q9NR56 whole entry, looked up): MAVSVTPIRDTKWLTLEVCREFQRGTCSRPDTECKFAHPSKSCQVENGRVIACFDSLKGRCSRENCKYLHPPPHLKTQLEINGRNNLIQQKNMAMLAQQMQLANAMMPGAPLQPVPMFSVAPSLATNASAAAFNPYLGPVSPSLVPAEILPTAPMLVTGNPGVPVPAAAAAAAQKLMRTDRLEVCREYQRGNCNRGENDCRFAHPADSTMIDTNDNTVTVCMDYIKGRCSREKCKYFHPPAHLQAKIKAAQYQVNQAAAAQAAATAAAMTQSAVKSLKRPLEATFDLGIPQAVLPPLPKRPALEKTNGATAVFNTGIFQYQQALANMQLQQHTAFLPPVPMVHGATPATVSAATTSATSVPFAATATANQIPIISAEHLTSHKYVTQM
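TR-FRET between His-tagged MBNL1 and biotin-(CUG)12 RNA, detected with Tb anti-His antibody (0.055 ng/ul) and streptavidin-XL665 (5 nM), 60 min at room temperature. Compounds titrated 92 nM to 58 uM; 665/545 nm ratio normalized to buffer and complex controls.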
FLuc modulator – counter-screen for miR-21 project: firefly luciferase inhibitors or activators. purified FLuc, Km substrates, luminescence inhibition. Potency, µM (top dose mostly 57.5 µM), for the others: at the highest dose activity change, negative = inhibition, hits mostly inhibitors. actives 6.9% (n = 360,000). AID 588342;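 note: plate controls were vehicle for no effect and reference inhibitor for full effect; nearly all actives have a fitted effect of over 55% in size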
Target sequence (P08659 whole entry, looked up): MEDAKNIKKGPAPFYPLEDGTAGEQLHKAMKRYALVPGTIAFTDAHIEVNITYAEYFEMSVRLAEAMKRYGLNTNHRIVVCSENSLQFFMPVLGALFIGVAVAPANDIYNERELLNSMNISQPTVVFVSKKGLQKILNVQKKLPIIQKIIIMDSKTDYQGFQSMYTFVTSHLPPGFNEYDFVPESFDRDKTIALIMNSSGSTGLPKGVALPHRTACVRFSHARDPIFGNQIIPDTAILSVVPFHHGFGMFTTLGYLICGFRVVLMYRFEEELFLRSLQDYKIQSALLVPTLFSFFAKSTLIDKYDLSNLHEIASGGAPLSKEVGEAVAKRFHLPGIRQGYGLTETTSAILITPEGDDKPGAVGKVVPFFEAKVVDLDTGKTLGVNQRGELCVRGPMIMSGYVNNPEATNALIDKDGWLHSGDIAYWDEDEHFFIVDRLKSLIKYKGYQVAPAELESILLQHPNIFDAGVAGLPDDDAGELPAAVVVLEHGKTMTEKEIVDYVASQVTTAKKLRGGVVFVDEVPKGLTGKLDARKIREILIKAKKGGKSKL
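Purified P. pyralis luciferase, 10 nM final, with Km-level 10 uM D-luciferin and 10 uM ATP in 50 mM Tris acetate pH 7.5, 10 mM Mg acetate, 0.01% Tween-20, 0.05% BSA; 6-point qHTS titration about 60 µM downward; luminescence read.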
ELG1 genotox – induces genotoxicity in HEK293T cells with luciferase-tagged ELG1 | Potency, µM (top dose mostly 46 µM), inactives show top-dose activity change, positive = activation, actives largely listed as activators | HEK293T ELG1-luciferase reporter, luminescence, 16 h | AID 504466 | actives 1.3% (n = 330,000); note: % of control where 0% means no effect; nearly all actives have a fitted effect of over 60% in size
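Screening used a luciferase reporter fused to human ELG1 in HEK293T cells. Luminescence was read on a CCD plate imager after 16 hr exposure and 30 min ONE-Glo incubation.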
RORg inh – inhibitors of mouse ROR gamma transcriptional activity; P51450; Drosophila S2 Gal4-RORgamma UAS-luciferase reporter, 20 h; Potency, µM (titrated, usually from 53.6 µM), for inactives: at the highest dose activity change, negative = inhibition, usual class: inhibitors; actives 5.4% (n = 310,000); AID 2551; note: % is set by controls: 0 for no effect and ±100 for the full control effect; nearly all actives have a fitted effect of over 60% in size
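Stably transfected Drosophila Schneider cells are the test system, with ROR gamma fused to Gal4 and luciferase under UAS control; luminescence is read after 20 hr of 700 uM copper sulfate induction at ambient temperature.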
BRCA1 expr up – activators of BRCA1 expression; MCF7-BRCA1-FFLuc reporter, luminescence, 48 h; response scale: scaled: vehicle 0%, 10 µM genistein 100%; Potency, µM (series often up to 46.1 µM), for the others: top-dose activation, most hits filed as activators; AID 624202; actives 1.1% (n = 380,000); note: nearly all actives have a fitted effect of over 80% in size; some results filed as inactive show a strong effect at the top dose
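MCF7-BRCA1-FFLuc cells, 2000/well in phenol-red-free MEM, attached 2 h then treated 48 h at 37 C. Luciferase luminescence read 15 min after reagent; normalized to genistein maximum activation (10microM) and DMSO, concentration-response fitted.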
NPC1 prom act – activates the NPC1 promoter. Huh7 NPC1 promoter luciferase reporter, 24 h. AID 485313. actives 2.4% (n = 320,000). Potency, µM (series often up to 9.22 µM), without a hit: at the top dose activation, most hits filed as activators;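 note: % of control where 0% means no effect; nearly all actives have a fitted effect of over 60% in size; reporter is driven by a mutant NPC1 promoter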
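Luciferase expression driven by the NPC1 promoter was measured in stably transfected Huh7 cells after a 24 h compound incubation, using a luciferase reagent and a luminescence read.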
p53 reactivator – mutant p53 re-activation in reporter cells. H1299 p53-A138V BP100-luciferase reporter, luminescence, 24 h. Potency, µM (top dose mostly 92.2 µM), for the others: top-dose activity change, positive = activation, usual class: activators. actives 0.063% (n = 320,000). AID 504706; note: % of control where 0% means no effect; nearly all actives have a fitted effect of over 45% in size
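p53-null H1299 cells stably carrying temperature-sensitive p53-A138V and a BP100-luciferase reporter were pinned with compounds (4-point, 1:5 series) and held 24 hrs at 37 deg C. Luminescence was read 10 min after detection reagent.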
VP16 counter – inhibits Gal4-VP16 luciferase reporter, ROR gamma counter-screen; Potency, µM (highest dose often 53.6 µM), for the others: at the highest dose activity, negative = inhibition, actives largely listed as inhibitors; actives 3.5% (n = 310,000); Drosophila S2 Gal4-VP16 UAS-luciferase, luminescence, 20 h;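 note: Gal4-VP16 expression switched on by copper sulfate through the metallothionein promoter; % is set by controls: 0 for no effect and ±100 for the full control effect; nearly all actives have a fitted effect of over 50% in size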
Rab9 prom act – Rab9 promoter activation; Huh7 Rab9 promoter-luciferase reporter, luminescence, 24 h; Potency, µM (highest dose often 9.22 µM), for the others: top-dose activation, negative = inhibition, most hits filed as activators; actives 2.8% (n = 320,000); AID 485297; note: % of control where 0% means no effect; nearly all actives have a fitted effect of over 60% in size
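Huh7 cells stably carrying Rab9 promoter–luciferase reporter, plated 1500 cells/well, compound added after 2 h and incubated 24 h at 37 °C; luciferase luminescence then read after 10 min with detection reagent.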
uPA generation – cell surface uPA generation inhibition; cell surface uPA generation assay, qHTS; Potency, µM (top dose mostly 38.3 µM), without a hit: at the top dose activity change, negative = inhibition, usual class: inhibitors; actives 0.31% (n = 330,000); AID 540303; active = well fitted inhibition curve with a large enough effect; inconclusive = small, poorly fitted or top-dose-only effect; inactive = no such curve, though single readings can be large or run the other way; tested in mouse RAW 264.7 cells; note: % is set by controls: 0 for no effect and ±100 for the full control effect; nearly all actives have a fitted effect of over 55% in size
Active calls of the source: *; ? = inconclusive; · = no result given; [ ] = another dose, or the depositor's remark. Unless noted, calls come from the whole dose curve; as a rule, active = well fitted curve in the direction sought with a large enough effect; inconclusive = small, poorly fitted or top-dose-only effect, or another doubt; inactive = no such curve, though single readings can be large; an effect the other way counts as inactive or inconclusive. Potency is the fitted concentration of half-maximal effect. Rows were taken by chance; any-hit rate near 13%.

SMILES	MBNL1 CUG block	FLuc modulator	ELG1 genotox	RORg inh	BRCA1 expr up	NPC1 prom act	p53 reactivator	VP16 counter	Rab9 prom act	uPA generation
COc1cc(C2NC(=O)CCC2[N+](=O)[O-])cc(OC)c1OC (stereo not given)	-2%	4%	-6%	-4%	-1%	1%	9%	-2%	0%	13%
CC(=O)c1c(C)cc(C)c(CSc2nc(C)cc(=O)[nH]2)c1C	-14%	-2%	-9%	-1%	-33%	9%	0%	-11%	4%	-9%
O=C(CN1C(=O)c2cccc3cccc(c23)C1=O)N1CCCCCC1	?	1%	0%	11%	-3%	0%	2%	3%	-4%	·
COC(=O)c1sccc1NC(=S)N1CCC(C)CC1	5%	-1%	2%	-25%	3%	0%	-1%	14%	2%	-2%
CC(C)CNc1nc(N)c([N+](=O)[O-])c(NC2CCCCC2)n1	3%	1%	2%	16%	-2%	-4%	3%	-9%	1%	10%
CN(C)CC(O)COC(c1ccc(Cl)cc1)c1ccc(Cl)cc1 (stereo not given)	1%	0%	-4%	-42%	-24%	-3%	-4%	0%	0%	-5%
CN(CC(=O)N1CCc2ccccc21)S(=O)(=O)c1ccc(Br)s1	1%	?	15%	39%	18%	9%	7%	26%	3%	0%
CCn1c(C(=O)N2CCC(C(=O)NCc3ccc(OC)cc3)CC2)cc2sccc21	-2%	-2%	-2%[9.26 µM]	?	-6%	-2%	-2%	10%	1%	-6%
CCc1nnc(NC(=O)CCC(=O)NC2CCCCCCC2)s1	-6%	0%	11%	2%	-7%	-2%	-1%	-1%	-7%	6%
CC(C)(C)C(=O)OC/C(N)=N/OC(=O)c1ccc(Cl)cc1	·	?	2%	4%	-24%	-5%	7%	-13%	-1%	-3%
CC(C)C[C@@]12C(=O)N(c3cccc(F)c3)C(=O)N1[C@H](c1ccc(F)cc1)[C@@H]1C(=O)N(C3CCCCC3)C(=O)[C@@H]12	·	5%	0%	·	0%	-2%	4%	·	1%	3%
COc1ccccc1N1CCN(C(=O)CSc2ncnc3c2cnn3-c2ccc(C)c(C)c2)CC1	?	8.5µM*	0%	-16%	102%	25%	13%	7%	?	9%
CCc1ccc(OCC(=O)c2c(O)c3ccccc3oc2=O)cc1	·	?	4%	-1%	15%	-8%	1%	5%	2%	10%
O=C(NCCc1ccccc1)c1cccc(N2C(=O)C3CC=CCC3C2=O)c1 (stereo not given)	1%	-10%	7%	5%	-10%	-2%	0%	-4%	-4%	-1%
CC(=O)Nc1ccc(NC(=O)C2C3C=CC(C3)C2C(=O)O)cc1 (stereo not given)	4%	-1%	2%	-5%	12%	-1%	·	3%	-1%	1%
CCCCCCc1ccc(OCC(=O)OC)cc1OCC(=O)OC	-27%	-1%	4%	-3%	11%	-2%	2%	-3%	1%	6%
Cc1cc(N2CCN(C(=O)c3ccco3)CC2)n2nc(C)c(-c3ccc(Cl)cc3)c2n1	-10%	10%	-1%	10%	·	-1%	3%	-2%	4%	·
Cc1c(C(=O)N(C)c2ccccc2Cl)cnn1-c1ccccc1	-6%	1%	-9%	3%	23%	1%	254%	-15%	4%	2%
CCC(=O)c1ccc(OCC(=O)NCCC2=CCCCC2)c(OC)c1	3%	1%	1%	6%	3%	-1%	-7%	-11%	-5%	5%
COc1ccc(-n2nc(C(=O)NCC(=O)Nc3cccc(Cl)c3)c3ccccc3c2=O)cc1	?	-3%	-17%	0%	-17%	-6%	-10%	-8%	1%	2%
C[N+]1(C)CC2=Cc3ccccc3CC2C1 (stereo not given)	-3%	0%	0%	-2%	-24%	-5%	3%	-7%	-23%	1%
COc1ccc2nc(C)cc(N/N=C/c3ccccc3)c2c1	·	9.5µM*	4%	·	-97%	-2%	-6%	·	-5%	-16%
Cc1ccc(OCC(=O)Nc2ccc(-n3cnnn3)cc2)c(C)c1	·	-3%	3%	·	-1%	-4%	1%	·	-3%	2%
COc1cc(/C=C(/C#N)C(=O)NCCc2c[nH]c3ccccc23)ccc1OCc1ccccc1F	-20%	-2%	6%	-17%	0%	-10%	2%	-3%	-10%	·
CN1CCN(c2ccc(Cl)cc2NC(=O)c2ccc([N+](=O)[O-])cc2)CC1	-2%	0%	0%	?	12%	-7%	-3%	-14%	1%	-9%
O=C(OCc1cccnc1)C1=Cc2ccccc2OC1	?	?	?	-5%	-21%	11%	16%	1%	16%	3%
Cc1cc(=O)oc2cc(OCC(=O)N3CCCc4ccccc43)ccc12	0%	0%	6%	-1%	-7%	-4%	-2%	-24%	2%	0%
CC(OC(=O)Cc1cccc(C(F)(F)F)c1)C(=O)Nc1ccc(Cl)cn1 (stereo not given)	0%	0%	-3%	32%	-3%	2%	-9%	-8%	6%	3%
CCC(C)[C@H](NC(=O)Nc1ccc2c(c1)OCCO2)C(=O)OC (stereo not given in full)	-9%	-5%	-5%	17%	0%	-2%	2%	3%	-4%	5%
C=CCn1c(SCC(=O)c2ccc(OC)cc2)nnc1-c1ccc2c(c1)OCO2	10%[11.5 µM]	-10%	-2%	2%	-16%	-1%	-13%	1%	3%	-1%
Cc1cccc2c1CC(C)(C)N=C2C1=C(O)CCCC1=O	-9%	1%	0%	-4%	34%	-1%	-6%	4%	-3%	3%
NS(=O)(=O)c1cccc(NC(=O)CNC(=O)CC23CC4CC(CC(C4)C2)C3)c1	-3%	7%	1%	-2%	1%	-10%	-4%	-5%	-6%	-1%
CC(OC(=O)c1cccc([N+](=O)[O-])c1)C(=O)NCc1ccc2c(c1)OCO2 (stereo not given)	?	4%	4%	-2%	-3%	-1%	-11%	2%	3%	1%
NC(=O)c1c(NC(=O)c2cccnc2Cl)sc2c1CCCC2	45%[activator]	19µM*	8%	?	9%	-2%	-2%	16%	0%	3%
CCO/N=C1\C(=O)N(c2ccccc2)c2ccccc21	?	-4%	-1%	19%	-8%	-6%	-3%	-3%	2%	1%
CNS(=O)(=O)c1cc(NC(=O)CCNC(=O)c2ccco2)ccc1C	-5%	2%	11%	0%	-19%	-1%	3%	0%	2%	-2%

An excerpt from above in order of heavy-atom count, falling:
SMILES	MBNL1 CUG block	FLuc modulator	ELG1 genotox	RORg inh	BRCA1 expr up	NPC1 prom act	p53 reactivator	VP16 counter	Rab9 prom act	uPA generation
COc1cc(/C=C(/C#N)C(=O)NCCc2c[nH]c3ccccc23)ccc1OCc1ccccc1F	-20%	-2%	6%	-17%	0%	-10%	2%	-3%	-10%	·
COc1ccc(-n2nc(C(=O)NCC(=O)Nc3cccc(Cl)c3)c3ccccc3c2=O)cc1	?	-3%	-17%	0%	-17%	-6%	-10%	-8%	1%	2%
Cc1cc(N2CCN(C(=O)c3ccco3)CC2)n2nc(C)c(-c3ccc(Cl)cc3)c2n1	-10%	10%	-1%	10%	·	-1%	3%	-2%	4%	·
C=CCn1c(SCC(=O)c2ccc(OC)cc2)nnc1-c1ccc2c(c1)OCO2	10%[11.5 µM]	-10%	-2%	2%	-16%	-1%	-13%	1%	3%	-1%
Cc1cc(=O)oc2cc(OCC(=O)N3CCCc4ccccc43)ccc12	0%	0%	6%	-1%	-7%	-4%	-2%	-24%	2%	0%
CCC(=O)c1ccc(OCC(=O)NCCC2=CCCCC2)c(OC)c1	3%	1%	1%	6%	3%	-1%	-7%	-11%	-5%	5%
Cc1c(C(=O)N(C)c2ccccc2Cl)cnn1-c1ccccc1	-6%	1%	-9%	3%	23%	1%	254%	-15%	4%	2%
COc1ccc2nc(C)cc(N/N=C/c3ccccc3)c2c1	·	9.5µM*	4%	·	-97%	-2%	-6%	·	-5%	-16%
COC(=O)c1sccc1NC(=S)N1CCC(C)CC1	5%	-1%	2%	-25%	3%	0%	-1%	14%	2%	-2%

The listing continues:
SMILES	MBNL1 CUG block	FLuc modulator	ELG1 genotox	RORg inh	BRCA1 expr up	NPC1 prom act	p53 reactivator	VP16 counter	Rab9 prom act	uPA generation
COc1cccc(OC)c1OCCNCCO	1%	0%	5%	4%	-9%	-2%	3%	4%	1%	3%
CCOc1ccc(N(CC(=O)N2CCc3ccccc32)S(=O)(=O)c2c(C)noc2C)cc1	-3%	1%	-9%	-18%	-17%	0%	0%	0%	-1%	13%
COc1ccc(S(=O)(=O)Nc2nc3c(s2)C(=O)CC(C)(C)C3)cc1	-3%	0%	-2%	-1%	9%	-2%	-1%	17%	-3%	1%
COc1cccc(OC)c1OC(=O)/C=C/c1ccc(C)o1	6%	0%	3%	-2%	-3%	-1%	5%	6%	0%	-1%
